aDG glyco up: alpha-DG glycosylation activation | Pro5-aDG cells, alpha-DG glycosylation AlphaScreen (IIH6); 0% Pro5, 100% B10-LARGE cell signal | activation, % at 10 µM | 360,000 compounds, 0.22% hits | AID 624168;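 active means activation of at least 8% versus controls, or a plate z-score of at least 8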;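 further: Pro5 are CHO cells carrying HIG-tagged alpha-DG that lacks glycosylation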
CaV13 ICDI inh: Primary screen for inhibitors of IQ motif and Ca2+-dependent inactivation inhibitor domain binding in CACNA1D, Förster resonance energy transfer in living cells, … | HEK cells, CFP/YFP FRET ICDI-IQ, plate reader, 10 min; percent FRET-ratio fall versus neutral wells | inhibition, % at 12.3 µM | 340,000 compounds, 0.098% hits | AID 743397;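 active means mean replicate inhibition of at least 30% and at least 1% of replicates passing that level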;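 further: 0% = median of the neutral control wells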
MC4R ag barr: human MC4R agonism via beta-arrestin. P32245. U2OS MC4R beta-arrestin complementation, luminescence; percent of melanotan II response, DMSO zero. activation, % at 8.9 µM. 360,000 compounds, 0.98% hits. AID 540308;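 active means activation above a per-plate cutoff, the mean activation of sample wells on that plate plus 3 SD, cut at about 8% in these data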
MC4R antag cAMP: blocks human MC4R cAMP signaling; P32245; MC4R-expressing cells, MTII-stimulated cAMP, LANCE TR-FRET; inhibition, % at 6.5 µM; 360,000 compounds, 0.48% hits;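 active means inhibition above its plate's cutoff, the mean of tested wells on that plate plus 3 SD, cut at about 29% in these data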;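 further: 0% = Melanotan II alone and 100% = Melanotan II plus saturating MCL0020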
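Test system: U2OS cells stably expressing human melanocortin 4 receptor (MC4R); also added: Melanotan II challenge; compound: 6.5 µM single dose; timing: 30-min compound preincubation, 1-h Melanotan II challenge, 1-h detection, room temperature; signal: Eu-cAMP/anti-cAMP TR-FRET, emission 671 nm; repeats: one well per compound, no replicates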
Vif inh: inhibitors of HIV Vif | inhibition, % at 7.49 µM | HEK293T cells, Vif self-association by quenched fluorescence, imaging, 24 h | 340,000 compounds, 0.35% hits; in the data active means inhibition above about 50%, passing the limit was not always enough; further: some results filed as inactive read as strong as hits
Cardio protect: modulators protecting cardiomyocytes from myocardial damage; H9c2 cardiomyocytes, H2O2 injury protection, ATPLite, 2 h; protection from H2O2 cell death, % at 20 µM; 360,000 compounds, 0.63% hits; AID 588492;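 active means compounds giving at least 50% protection of heart cells from peroxide-induced death in the single-dose screen, raw or plate-pattern-corrected value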;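 further: 0% = DMSO wells with peroxide and 100% = DMSO wells without peroxide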
HTR2A ag: agonists of mouse serotonin 5-HT2A receptor (HTR2A); P35363; CHO-K1 mHTR2A beta-arrestin complementation, luminescence; percent of 30 µM serotonin response; activation, % at 7.6 µM; 360,000 compounds, 0.66% hits; AID 624169;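 active means activation above a run cutoff, the mean activation of all tested compounds plus 3 SD, cut at about 14% in these data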;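 further: 0% = plate median of compound wells and 100% = 30 µM serotonin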
Target sequence (P35363 whole entry, looked up): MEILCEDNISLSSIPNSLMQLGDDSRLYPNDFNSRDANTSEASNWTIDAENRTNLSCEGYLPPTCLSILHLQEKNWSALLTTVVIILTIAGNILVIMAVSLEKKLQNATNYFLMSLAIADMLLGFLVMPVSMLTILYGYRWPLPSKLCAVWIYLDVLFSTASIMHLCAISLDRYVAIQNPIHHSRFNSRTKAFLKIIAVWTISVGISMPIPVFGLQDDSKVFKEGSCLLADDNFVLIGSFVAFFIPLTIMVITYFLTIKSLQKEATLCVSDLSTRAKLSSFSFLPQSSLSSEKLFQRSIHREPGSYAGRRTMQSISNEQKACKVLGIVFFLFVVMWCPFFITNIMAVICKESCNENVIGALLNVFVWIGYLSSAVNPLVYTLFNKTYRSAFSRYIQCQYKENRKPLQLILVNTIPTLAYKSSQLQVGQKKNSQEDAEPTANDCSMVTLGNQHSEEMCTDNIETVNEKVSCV
PDI turbidity: blocks human protein disulfide isomerase activity. PDI insulin aggregation turbidity, A650, 90 min. inhibition, % at 10 µM. 350,000 compounds, 0.052% hits. AID 588391;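 active means mean inhibition across replicates of 30% or more, whatever share of single replicates reach that level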;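 further: absorbance from insulin aggregation driven by PDI reduction with DTT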
Target sequence (P07237 whole entry, looked up): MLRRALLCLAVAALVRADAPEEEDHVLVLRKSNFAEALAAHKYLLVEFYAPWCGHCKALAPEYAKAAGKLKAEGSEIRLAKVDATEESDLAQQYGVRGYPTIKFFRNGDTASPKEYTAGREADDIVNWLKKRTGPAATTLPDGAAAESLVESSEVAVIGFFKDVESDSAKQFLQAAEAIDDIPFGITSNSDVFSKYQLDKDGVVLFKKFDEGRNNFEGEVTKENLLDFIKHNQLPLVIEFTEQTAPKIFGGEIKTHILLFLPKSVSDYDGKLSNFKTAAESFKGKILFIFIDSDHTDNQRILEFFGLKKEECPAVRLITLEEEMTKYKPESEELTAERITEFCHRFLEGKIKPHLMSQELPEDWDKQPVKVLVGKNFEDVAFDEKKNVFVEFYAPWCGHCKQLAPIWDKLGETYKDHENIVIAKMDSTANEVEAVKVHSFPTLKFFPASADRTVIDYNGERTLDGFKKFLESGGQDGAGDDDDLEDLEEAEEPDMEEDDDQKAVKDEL
Glyco luc inh: N-linked glycosylation inhibition. reporter increase, % at 12.5 µM. D54 ERlucT glycosylation luciferase reporter, 24 h; percent of 100 nM tunicamycin response. 360,000 compounds, 0.23% hits;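 active means mean luciferase reporter signal, scaled so untreated is 0 and the glycosylation-blocking control 100, at or above a set limit in every replicate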;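 further: luciferase carries N-glycosylation sites so blocking glycosylation raises the light; 0% = median of neutral control wells and 100% = median of 100 nM tunicamycin wells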
ABCB6 inh 2: blocks the human ABCB6 transporter; Q9NP58; K562-ABCB6 porphyrin accumulation, flow cytometry, 1 h; active compounds read low; fluorescence ratio to DMSO, % at 10 µM; 360,000 compounds, 0.19% hits; AID 602162;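 active means fluorescence ratio to DMSO below 75%, the collection mean minus 3 SD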;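 further: signal is porphyrin accumulated inside mitochondria; 100% equals median channel fluorescence of DMSO control wells; lower ratio means ABCB6 inhibition with less porphyrin fluorescence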
Starred values were filed as active, the others as inactive; i = inactive; nt = not tested or not shown.

compound	aDG glyco up	CaV13 ICDI inh	MC4R ag barr	MC4R antag cAMP	Vif inh	Cardio protect	HTR2A ag	PDI turbidity	Glyco luc inh	ABCB6 inh 2
Cc1ccccc1C(=O)NC(CC(C)C)C(=O)OCC(=O)c1c(N)n(C)c(=O)n(C)c1=O (stereo unspecified)	-0.5	-4.3	-3.0	-1.1	-0.1	0.7	2.5	-4.4	-1.0	98.0
COC(=O)c1[nH]c2ccc(Cl)cc2c1NC(=O)Oc1ccccc1	0.5	-4.0	-2.2	-1.8	18.6	-2.2	0.1	-7.0	1.8	101.0
CCC1(c2ccccc2)NC(=O)N(CC(=O)NNC(=O)COc2ccc(Cl)cc2C)C1=O (stereo unspecified)	0.0	-5.9	-0.9	-5.1	4.3	-7.7	9.1	-7.6	-1.2	104.0
COc1ccc(C(CNC(=O)c2cccc(S(=O)(=O)Nc3ccc(C)cc3)c2)N2CCOCC2)cc1 (stereo unspecified)	0.6	-6.5	0.1	9.9	-2.2	0.0	-2.2	-6.1	-2.5	98.0
COc1ccc(/C=N/NC(=O)c2nn(C)cc2Br)cc1CSCc1ccco1	-0.6	-10.8	-3.3	-5.6	nt	0.9	1.7	2.5	-2.2	90.0
O=C(NCc1cccc(Cl)c1)c1ccc2c(c1)OCO2	0.5	-6.9	0.1	13.1	1.6	-7.8	-8.2	0.6	-0.6	94.0
O=C(CSCc1ccc(Cl)cc1)Nc1cc([N+](=O)[O-])ccc1O	-0.2	-2.0	1.5	14.5	-6.3	-25.2	0.1	0.1	-0.2	93.0
COc1ccccc1C(=O)Nc1nsc(-c2ccccc2)n1	-0.2	-4.0	-0.8	-1.0	-3.4	-10.1	0.2	6.0	-5.0	90.0
O=C(CCSCc1ccccc1Cl)N1CCN(c2cccc(Cl)c2)CC1	0.3	-3.1	4.1	18.6	7.6	-5.9	-13.8	1.0	-2.8	99.0
Cn1c(SCC(=O)Nc2ccccc2F)nnc1C1CCCCC1	-0.1	-1.9	-2.0	3.5	-0.3	-0.6	0.4	-2.2	1.3	98.0
COc1ccc2[nH]c(C(=O)O)c(CCNC(C)=O)c2c1	0.1	nt	-1.3	-1.0	5.6	-1.8	9.8	19.7	2.2	101.0
CN(C)S(=O)(=O)c1ccc(Cl)c(NC(=O)CN2C(=O)NC3(CCCC3)C2=O)c1	0.0	-2.3	-0.1	2.7	1.8	-2.3	3.1	-4.7	3.1	102.0

Other results
compound	aDG glyco up	CaV13 ICDI inh	MC4R ag barr	MC4R antag cAMP	Vif inh	Cardio protect	HTR2A ag	PDI turbidity	Glyco luc inh	ABCB6 inh 2
CCN(CC)/C(=N\S(=O)(=O)c1ccc(F)cc1)c1ccccc1	-0.1	-4.8	-1.1	10.2	6.3	2.4	-6.7	14.1	-0.5	97.0
O=C1CC(Sc2nnnn2-c2ccccc2)C(=O)N1c1cccc(Cl)c1 (stereo unspecified)	-0.8	nt	-0.4	26.5	5.8	-38.3	-4.3	-5.6	-1.4	96.0
COc1cc(S(=O)(=O)NC2CCCCC2C)ccc1F (stereo unspecified)	0.0	-4.5	-3.0	-7.9	nt	-2.3	7.7	-10.3	nt	94.0
O=C(COC(=O)c1ccc2c(c1Cl)C(=O)c1ccccc1C2=O)NC1CCCCC1	0.4	-4.1	7.4	12.7	-1.5	-3.9	-1.4	-5.6	4.8	119.0
CCOC(=O)c1c(NC(=O)/C=C\C(=O)O)sc(C)c1-c1ccccc1	-0.3	-2.6	1.0	4.8	1.6	-4.1	-0.3	-1.3	-0.2	102.0
CCCCOc1ccc(C(=O)Nc2cccc(-n3cnnn3)c2)cc1OC	0.2	-2.4	-3.1	4.3	-7.6	2.6	-7.2	-7.5	1.7	89.0
CCN(CC)S(=O)(=O)c1ccc(NC(=O)c2ccc(CN3CCOCC3)cc2)cc1	-0.1	-5.2	-3.2	8.0	nt	-12.7	-4.7	3.9	-3.8	93.0
O=C(Nc1ccncc1)c1cc(-c2cccc(Br)c2)nc2ccccc12	1.0	-4.3	21.6*	17.6	-19.3	-8.3	14.8*	0.4	10.8	97.0
COc1ccccc1Nc1nc(N)nc(CN2CCC(C)CC2)n1	0.2	-2.7	0.9	-8.2	-1.1	2.1	1.8	23.0	1.6	95.0
CCOc1ccc(NS(=O)(=O)c2ccc(NC(=O)[C@@H]3CCCC[C@@H]3C(=O)O)cc2)cc1	0.2	-4.6	-1.2	1.0	-4.8	-0.5	-1.6	4.8	0.1	103.0
CCCCn1c(N)c(Sc2ccc(Cl)cc2)c(=O)[nH]c1=O	0.2	-7.5	-1.4	3.1	6.9	7.1	2.3	-0.1	0.0	97.0
Cc1cccc(C)c1OCCn1nnc2ccccc21	0.0	-20.5	-1.1	15.2	-1.3	-1.9	-0.5	-0.2	-2.5	94.0

(more compounds)
compound	aDG glyco up	CaV13 ICDI inh	MC4R ag barr	MC4R antag cAMP	Vif inh	Cardio protect	HTR2A ag	PDI turbidity	Glyco luc inh	ABCB6 inh 2
CCOC(=O)C1CCCN(C(=O)Cc2ccc(OC)c(OC)c2)CC1 (stereo unspecified)	0.5	-11.6	1.4	-4.7	12.5	-11.5	9.2	-5.8	-1.8	101.0
CC(=O)Nc1ccc(NC(=O)c2ccc3c(c2)C(=O)N(c2ccccc2C)C3=O)cc1	-0.1	-7.0	0.7	1.1	-1.2	10.3	1.9	-9.5	-1.8	99.0
COc1ccc(Oc2ccc(C(F)(F)F)cc2NC(=O)c2ccc(OC)cc2)cc1	0.0	-20.3	0.0	4.0	2.8	-9.4	-1.2	6.8	-2.6	97.0
Cc1ccc(C(=O)N=c2sccn2C)cc1C	1.8	nt	-2.5	-2.6	1.5	-9.1	17.5*	-0.2	-6.5	92.0
Nc1ccc(C(=O)N2N=C(c3ccccc3)CC2(O)C(F)(F)F)cc1 (stereo unspecified)	0.0	-18.0	0.4	5.5	-9.1	-4.6	0.0	17.6	-3.8	104.0
CC(CN1CCCC1)OC(=O)COc1ccccc1 (stereo unspecified)	-0.1	-3.9	2.3	-7.6	0.7	-7.9	1.1	-7.6	2.6	72.0*
CCOc1ccc(C(CC(=O)O)NC(=O)c2ccco2)cc1OC (stereo unspecified)	-0.1	nt	0.1	-0.3	4.0	7.2	-1.3	-0.6	-0.2	102.0
CC(C)CC(=O)Nc1ccc(-c2cn3ccsc3n2)cc1	0.5	nt	1.5	4.0	nt	-32.9	-1.8	1.3	-10.0	97.0
Cc1onc(-c2ccccc2)c1C(=O)Nc1nc2c(s1)C(=O)CC(C)(C)C2	-0.2	-7.9	-3.1	4.1	2.2	-10.4	-6.5	-0.1	2.9	101.0
CC(CCc1ccccc1)NC(=O)COC(=O)c1cc(NS(=O)(=O)c2ccc(Cl)c([N+](=O)[O-])c2)ccc1O (stereo unspecified)	0.1	-4.9	-1.1	23.2	3.1	-17.5	2.8	7.6	4.1	101.0
NC(=O)C1CCN(C(=O)C2CCC(=O)N(CC3CCCCC3)C2)CC1 (stereo unspecified)	-0.5	-2.2	-0.3	6.5	0.3	-1.2	-5.3	-3.3	3.3	103.0
COc1ccc(Cl)cc1NC(=O)CCCN1C(=O)CCC1=O	-0.1	-7.9	-1.7	1.8	-7.3	3.6	-0.6	0.0	1.1	98.0

The list continues.
compound	aDG glyco up	CaV13 ICDI inh	MC4R ag barr	MC4R antag cAMP	Vif inh	Cardio protect	HTR2A ag	PDI turbidity	Glyco luc inh	ABCB6 inh 2
O=C(O)CCCNS(=O)(=O)c1ccc2c(c1)OCCCO2	-0.3	-18.5	-3.3	0.1	-0.4	5.6	0.9	-2.5	0.5	101.0
COc1ccc(C(=O)Oc2c(CN3CCOCC3)cc(Cl)c3cccnc23)cc1	0.9	-3.8	0.7	7.0	2.4	2.0	-3.4	3.9	-0.2	104.0
Cn1c(NCc2ccccc2)nc2cc(-c3cccc(C(F)(F)F)c3)sc2c1=O	-0.1	-12.3	0.5	5.3	-2.1	-10.5	2.9	-11.5	-1.2	91.0
O=C(NOCc1ccccc1)OCc1ccccc1	0.1	-9.9	1.7	1.6	1.5	-3.5	-3.2	-2.4	-0.2	99.0
CC(C)C(=O)Nc1ncc(Cc2ccccc2Cl)s1	0.1	-2.6	-2.5	-15.3	4.2	2.3	-2.6	12.3	-1.4	95.0
CC(C)Oc1ccc(F)cc1-c1cc(C(=O)NC2CCCCC2)[nH]n1	0.7	-4.8	0.7	4.2	-10.4	2.1	-4.7	9.0	-1.4	90.0
N#Cc1ccc(-c2ccccc2)nc1SCC(=O)c1cccc(Cl)c1	-0.3	-6.9	0.9	-4.1	i	-6.0	-6.2	-4.6	0.4	115.0
COc1cccc(C(=O)NC(Cc2ccccc2)c2ccc3c(c2)OCCCO3)c1 (stereo unspecified)	0.1	-6.9	-2.3	0.0	nt	-3.3	0.1	5.8	-3.5	97.0
NC(=O)c1ccc(NC(=O)COC(=O)C23CC4CC(CC(C4)C2)C3)cc1	0.2	-5.1	2.2	-1.4	-1.0	-0.6	4.1	0.4	0.4	100.0
O=C(NCCc1ccccc1)c1cc(=O)[nH]c2ccccc12	0.8	1.7	-1.9	-7.5	-1.2	-3.3	-1.3	1.6	1.8	92.0
Cc1ccccc1OCc1nc(-c2cccnc2)no1	0.9	-1.2	-0.6	-6.2	11.6	9.0	-5.0	4.2	0.1	96.0
COc1cc(/C=N/NC(=O)c2ccncc2)ccc1OC(=O)c1cccc(F)c1	0.0	-5.4	-1.9	11.2	6.2	20.9	-6.0	6.0	1.8	98.0
CC(C)Oc1ccccc1/C=N/NC(=O)c1ccccc1Cl	-0.1	-6.5	-1.6	-3.5	1.5	-10.0	-0.2	-5.0	0.1	95.0
O=C(c1ccc(NS(=O)(=O)c2cccc3cccnc23)cc1)N1CCCCC1	1.8	-9.4	-0.2	-2.6	-4.3	4.6	-4.2	-3.8	-1.8	99.0
